Screens (PubChem BioAssay)
HTR5A ag ctr = activates human HTR5A in OPRM1-OPRD1 agonist counter-screen | P47898 | HTR5A agonist assay, luminescence, cell-based | activation, % at 9.3 µM | hit rate 0.61% among 340,000 | AID 504692; in the data active = activation mostly above about 9.5%, no sharp cut-off; inactive = mostly below about 7.6%;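 note: 0% = cells with vehicle only and 100% = reference agonist; strong numbers were not always called active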
HTR5A inv ag = counter-screen for OPRM1-OPRD1 inverse agonists: human HTR5A inverse agonism | hit rate 0.083% among 340,000 | AID 504634 | P47898 | inhibition, % at 9.3 µM | HTR5A cell line, luminescence; in the data active = inhibition mostly above about 23%, no sharp cut-off; inactive = mostly below about 18%;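 note: 0% = cells with DMSO and 100% = no-cell wells with DMSO; some compounds called inactive have numbers as strong as hits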
OPRM1-OPRD1 inv = inverse agonist of human OPRM1-OPRD1 heterodimerization. P35372+P41143. AID 504357. inhibition, % at 9.3 µM. hit rate 0.21% among 340,000. cell-based MOR-DOR heterodimer luminescence, inverse agonism; in the data active = inhibition above about 22%, passing the limit was not always enough;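 note: 0% = cells with DMSO and 100% = wells without cells with DMSO; values of inactives mirror those of a sister screen read the other way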
Target sequence (P35372 whole entry, looked up): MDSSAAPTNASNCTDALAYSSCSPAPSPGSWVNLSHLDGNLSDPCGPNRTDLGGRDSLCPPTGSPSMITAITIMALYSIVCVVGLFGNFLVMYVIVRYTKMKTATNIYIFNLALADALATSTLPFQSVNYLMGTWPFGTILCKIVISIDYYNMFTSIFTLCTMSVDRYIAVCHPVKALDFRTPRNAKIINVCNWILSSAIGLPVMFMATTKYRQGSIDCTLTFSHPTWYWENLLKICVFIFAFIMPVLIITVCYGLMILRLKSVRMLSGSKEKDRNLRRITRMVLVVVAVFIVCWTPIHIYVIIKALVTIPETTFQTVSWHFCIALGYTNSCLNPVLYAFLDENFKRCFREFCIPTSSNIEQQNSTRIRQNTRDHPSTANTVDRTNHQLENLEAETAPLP
Target sequence (P41143 whole entry, looked up): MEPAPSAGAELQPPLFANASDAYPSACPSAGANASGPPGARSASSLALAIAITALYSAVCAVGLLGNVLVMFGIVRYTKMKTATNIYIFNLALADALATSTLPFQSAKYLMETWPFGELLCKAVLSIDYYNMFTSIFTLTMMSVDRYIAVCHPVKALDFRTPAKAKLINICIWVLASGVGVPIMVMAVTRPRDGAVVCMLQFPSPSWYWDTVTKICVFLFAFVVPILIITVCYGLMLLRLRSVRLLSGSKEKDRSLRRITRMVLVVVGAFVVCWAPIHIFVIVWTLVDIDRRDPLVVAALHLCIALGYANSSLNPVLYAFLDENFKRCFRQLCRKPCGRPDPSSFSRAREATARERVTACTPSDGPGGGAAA
Arr AP2 block = human beta-arrestin and AP2 interaction inhibition; AID 504490; inhibition, % at 10 µM; hit rate 0.31% among 340,000; FITC-arrestin peptide / GST-AP2 beads, flow cytometry; AP2 beta2 appendage carries R879A mutation;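 active = inhibition above a set limit, near 3 SD of compounds lacking own fluorescence, cut at about 54% in these data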;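 note: plate controls were DMSO wells for no effect and 5 µM unlabelled arrestin peptide for full effect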
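System: GST-tagged AP2 beta2-adaptin appendage (R879A) on 4 µm glutathione beads / Reagent: FITC-arrestin peptide, 50 nM / Detection: HyperCyt-sampled flow cytometry, FL1 channel, ex 488/em 535 nm / Timing: 12 min plus 1 h, RT / Buffer or medium: PBS plus Tween 20 (0.05%) and BSA (0.1%)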
PKA-R2B act = activates the human PKA-R2B holoenzyme complex | P22694+P31323 | PKA-R2B holoenzyme dissociation, Cy5-IP20 fluorescence polarization; R2B truncated from residue 108, S112A mutant; 0% DMSO only, 100% 113 µM cGMP | activation, % at 11.4 µM | hit rate 0.079% among 340,000 | AID 504700;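 active = activation above a cutoff set at the mean over all compounds plus 3 SD, cut at about 18% in these data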;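 note: higher means more holoenzyme dissociation and a rise in polarization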
DAGLB inhibitor = diacylglycerol lipase beta (human) inhibition. HEK293T DAGLB membrane lysate, EnzChek fluorogenic substrate. hit rate 0.059% among 340,000. AID 504411. inhibition, % at 5.17 µM; in the data active = inhibition above about 34%;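 note: 0% = enzyme with vehicle and 100% = wells lacking enzyme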
V-ATPase pHluor = yeast V-ATPase proton transport regulation by pHLuorin. hit rate 0.37% among 350,000. S. cerevisiae, pHLuorin cytosolic pH fluorescence. AID 504577. response, % at 10 µM; in the data active = response mostly above about 7.3%, no sharp cut-off; inactive = mostly below about 5.4%; note: actives read high; inactives centre near 0; some compounds called inactive have numbers as strong as hits; reference of the scale not given here
PKA-R1A activ = PKA-R1A complex activation; P00514+P68181; PKA-R1A dissociation, Cy5-IP20 fluorescence polarization; scaled: DMSO 0%, 113 µM cGMP 100%; activation, % at 11.4 µM; hit rate 0.083% among 340,000; AID 504707;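 active = percent activation above the mean of all tested compounds plus 3 SD, cut at about 19% in these data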;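 note: higher means more PKAc released from R1A so a rise in polarization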
MOR-DOR ag = OPRM1-OPRD1 heterodimerization agonism | cells, luminescence | activation, % at 9.3 µM | hit rate 0.3% among 340,000 | AID 504326; in the data active = activation above about 18%;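 note: 0% = vehicle-treated cells and 100% = reference agonist; values of inactives mirror those of a sister screen read the other way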
DSG3 Ab inh = blocks pemphigus antibody binding to human desmoglein-3 | hit rate 0.48% among 310,000 | AID 588358 | P32926 | binding (percent of control), % at 10 µM | DSG3-coupled beads, scFv-anti-DSG3-GFP binding, flow cytometry; active compounds read low;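 active = binding more than 3 SD below its plate's average and above zero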;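 note: hits lower antibody fragment binding to DSG3; some compounds called inactive have numbers as strong as hits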
The depositor's hits bear a star; x = not tested or not shown. Compounds were not picked by outcome. About 2.4% of those tested had a hit in this group.

SMILES	HTR5A ag ctr	HTR5A inv ag	OPRM1-OPRD1 inv	Arr AP2 block	PKA-R2B act	DAGLB inhibitor	V-ATPase pHluor	PKA-R1A activ	MOR-DOR ag	DSG3 Ab inh
Cn1c(SCC(=O)O)nnc1-c1cccc(NC(=O)c2cccc3ccccc23)c1	3	-8	17	3	-1	1	0	-5	-3.3	96
COc1cc(NC(=O)c2cc(C)on2)cc(OC)c1OC	-1	12	-3	8	-4	1	2	-2	0.5	102
Cc1cc(C(=O)Nc2nc(C)c(C(=O)N(C)C)s2)ccc1[N+](=O)[O-]	-1	28	14	0	4	2	-3	0	-2.9	x
CC(=O)Nc1ccnn1C1CCN(C(=O)c2cccc(C)c2C)CC1	-3	-8	13	6	2	-1	5	-6	-2.5	88
Cc1cccn2c(=O)c3cc(C(=O)N4CC(C)CC(C)C4)sc3nc12 (stereo unspecified)	-3	8	2	32	-2	-2	1	7	-0.2	x
c1ccc(Cn2nnc3c(NCC4CC4)ncnc32)cc1	x	x	x	x	-2	-4	1	6	x	101
CN(C)c1ccnc(Oc2ccccc2)c1C#N	4	4	5	-8	2	-2	-3	4	-1.0	99
N#CC1c2ccccc2C=CN1C(=O)N(c1ccccc1)c1ccccc1 (stereo unspecified)	-2	7	-21	10	-14	7	8	-3	4.0	117
COc1ccc(C(=O)NNC(=O)CCc2nc3ccccc3c(=O)[nH]2)cc1	-2	8	13	-6	3	-3	6	-2	-2.6	117
CCN(CC)S(=O)(=O)c1cccc2cccnc12	-3	10	13	-7	-9	0	6	-11	-2.5	x
Cn1c(-c2ccc(Cl)nc2)nc2ccccc21	0	1	7	-2	-3	0	2	0	-1.6	100
C=CCn1c(CCNC(=O)c2cccs2)nnc1SCC(=O)c1cccc([N+](=O)[O-])c1	2	-13	0	-2	-4	-1	-3	-6	0.0	93
CC(C(=O)Nc1sccc1C(N)=O)N1C(=O)C2CC=CCC2C1=O (stereo unspecified)	-8	19	9	-7	-7	-2	2	-10	-2.1	x
CCOc1ccccc1N1CC(C(=O)Nc2cc(Cl)ccc2-n2cncn2)CC1=O (stereo unspecified)	-2	17	11	-4	-9	0	-1	2	-1.7	100
CSc1nc2c(c(=O)n1-c1ccccc1)SCC2	3	-10	11	4	-10	-2	0	-12	-2.1	95
CC1(C)NC(=O)N(CCOc2ccc3c(c2)CCC3)C1=O	1	-1	18	-11	-8	-1	-5	-13	-3.5	105
CN(Cc1cc2cc(F)ccc2[nH]1)Cc1nc(-c2cnccn2)no1	4	-12	11	-4	-6	-1	-2	2	-2.2	102
CN(C)S(=O)(=O)Oc1ccc(C(=O)Nc2ccc([N+](=O)[O-])cc2)cc1	4	3	-2	0	-2	1	3	-3	0.3	87
O=C(NC(=O)N1CCOCC1)c1ccccc1	-1	20	25	-11	5	-1	3	-6	-4.7	113
CC(=O)c1cccc(NC(=O)c2cc(=O)c3ccccc3o2)c1	0	-13	6	3	-4	1	-2	-6	-1.1	109
O=C(CCCC(=O)N1CCN(c2ccccc2F)CC1)N1CCN(c2ccccc2F)CC1	-1	-30	9	-4	2	-2	-2	5	-1.5	106
Cn1c(=O)[nH]c(N)c(Br)c1=O	0	1	8	-2	5	1	0	3	-1.6	90
Cc1ccc(S(=O)(=O)NCC(=O)OCC(=O)NCCc2ccccc2)cc1	-1	-10	3	-7	0	0	4	-7	-0.5	96
O=C(CCCc1nc2ccccc2s1)Nc1ccc(N2CCOCC2)cc1	2	-6	1	8	4	1	1	-8	-0.3	101
CS(=O)(=O)N(Cc1cccc(CN(C(C(=O)O)c2ccccc2)S(C)(=O)=O)c1)C(C(=O)O)c1ccccc1 (stereo unspecified)	8	-8	19	3	-12	5	1	-7	-4.1	104
Cn1ccnc1COc1ccc(C=O)cc1	-2	12	8	1	-9	1	-2	-2	-1.5	108
CCCOc1ccc(/C(O)=C2/C(=O)C(=O)N(CCN(C)C)C2c2ccc(O)c(OC)c2)cc1 (stereo unspecified)	1	-4	-24	5	15	3	-3	1	4.3	104
COc1ccc2oc(C(=O)OCc3c(C)noc3C)c(C)c2c1	-1	-20	2	4	-6	-7	-2	-5	-0.4	83
C=CCOC1=CS(=O)(=O)N(Cc2ccc(Br)cc2)c2ccc(Br)cc21	-2	6	-1	-1	-4	-9	-1	-16	0.2	89
C#CCOCCOCCOCCNc1nc(N2CCN(C(=O)[C@H](CC(N)=O)n3cc(C(N)[C@@H](C)CC)nn3)CC2)nc(N2CCN(C(=O)[C@H](CCC(=O)O)n3cc([C@@H](N)CCCCN)nn3)CC2)n1 (stereo partly specified)	0	-21	4	11	10	-4	-5	-3	-0.7	102
C(=C\c1sc(Nc2ccccc2)n[n+]1-c1ccccc1)/c1ccccc1	1	25	19	14	3	5	4	-10	-4.1	105
COc1ccc([C@H]2CC(=O)C=C(c3ccccc3)C2)cc1OC	3	-2	-17	-4	0	-2	9	-5	3.0	102
CCOC(=O)c1ccccc1NC(=O)COC(=O)C(CC)Oc1ccccc1 (stereo unspecified)	x	x	x	x	-1	-5	x	-8	x	104
O=c1c2ccccc2nc(-c2ccco2)n1Cc1ccccc1	0	-1	-11	-2	2	-5	0	5	2.2	105
Cc1ccc2c(c1)c1c(n2CC(O)Cn2c(C)nc3ccccc32)C(=O)CCC1 (stereo unspecified)	4	-10	-9	7	-14	0	1	12	1.5	97
Cc1c(CCC(=O)O)c(=O)oc2c(C)c3occ(-c4ccc(Cl)cc4)c3cc12	0	0	21	5	8	4	0	-3	-4.7	120
Cc1ccc(/C=N/n2c(-c3ccccc3)n[nH]c2=S)cc1	-3	-23	5	19	0	-2	2	-4	-1.1	97
Cc1ccc(S(=O)(=O)NCC(=O)OCc2csc(CC(=O)Nc3ccccc3C)n2)cc1C	2	1	9	3	-1	0	-1	3	-2.3	112
COc1cc2c(cc1OC)C(C)N(CC(=O)Nc1ccc(C)c(S(=O)(=O)N3CCOCC3)c1)CC2 (stereo unspecified)	-1	-35	5	-1	-1	-2	4	2	-0.9	96
C=CCn1c(SCC(=O)N2CCOCC2)nc2sc3c(c2c1=O)CCCC3	-1	3	6	6	-4	0	4	-13	-1.2	x

Reformatted: results already given.
canonical_smiles | HTR5A ag ctr | HTR5A inv ag | OPRM1-OPRD1 inv | Arr AP2 block | PKA-R2B act | DAGLB inhibitor | V-ATPase pHluor | PKA-R1A activ | MOR-DOR ag | DSG3 Ab inh
Cc1ccc(/C=N/n2c(-c3ccccc3)n[nH]c2=S)cc1 | -3 | -23 | 5 | 19 | 0 | -2 | 2 | -4 | -1.1 | 97
COc1ccc2oc(C(=O)OCc3c(C)noc3C)c(C)c2c1 | -1 | -20 | 2 | 4 | -6 | -7 | -2 | -5 | -0.4 | 83
Cc1ccc(S(=O)(=O)NCC(=O)OCC(=O)NCCc2ccccc2)cc1 | -1 | -10 | 3 | -7 | 0 | 0 | 4 | -7 | -0.5 | 96

The list continues.
SMILES	HTR5A ag ctr	HTR5A inv ag	OPRM1-OPRD1 inv	Arr AP2 block	PKA-R2B act	DAGLB inhibitor	V-ATPase pHluor	PKA-R1A activ	MOR-DOR ag	DSG3 Ab inh
COc1ccc(C2NC(=O)c3ccccc3O2)cc1OC (stereo unspecified)	3	-1	13	15	-4	3	7	-16	-2.2	100
CCCCCCn1c(=O)c(Cc2ccccc2)c(O)c2ccccc21	-1	-6	3	0	-7	1	-2	3	-0.4	103
Cn1cccc1C(=O)OCC(=O)Nc1ccc2c(c1)OCCO2	0	1	16	4	1	-1	-1	8	-3.2	x
CCOc1ccc(C(=O)Nc2ccc(CN3CCOCC3)cc2)cc1Cl	-1	2	4	-4	-4	0	-2	-4	-0.8	87
O=C(CN1CCCC1)Nc1c2c(cc3c1CCC3)CCC2	-4	12	12	7	0	-2	-6	3	-2.0	99
O=C(CCc1nc(-c2ccccc2F)no1)Nc1cccnc1	13	-34	-6	42	5	1	3	6	1.4	112
O=Cc1c(N2CCOCC2)nc2ccccn2c1=O	1	13	14	11	-3	1	-1	3	-3.0	106
NC(=O)CC(NC(=O)Cc1ccc(Cl)cc1)c1ccc(NCCc2ccccc2F)c([N+](=O)[O-])c1 (stereo unspecified)	1	1	13	3	9	11	0	-1	-2.1	106
O=C(O)c1ccc2c(=O)n3c(nc2c1)/C(=C/c1ccc(Cl)c(Cl)c1)CC3	-2	7	2	18	-7	0	-4	-13	-0.4	104
O=C(c1ccc(Cl)s1)N1CCN(c2nc3ccccc3s2)CC1	4	-12	1	5	-14	-14	-4	4	-0.2	105
COc1ccc(N2CCN(CNC(=O)c3ccccc3)CC2)cc1	-2	8	12	2	-1	-2	-1	-7	-2.5	121
CCOc1ccc(CSCCNC(=S)Nc2ccc(OC)cc2)cc1	0	-7	-5	0	-2	-5	1	3	0.9	111
C=C(C)CCC(C)N1CCC(n2nccc2NC(=O)CCCc2ccccc2)CC1 (stereo unspecified)	3	28	-1	-6	0	2	-1	-4	0.1	88
CCOC(=O)Cn1c(C)cc(COC)c(C#N)c1=O	2	-7	9	11	-9	0	3	-5	-1.6	102
OCCNc1nc(Nc2ccccc2OC(F)(F)F)nc(N2CCCC2)n1	4	-20	-3	14	-3	-5	20	4	0.7	100
CCOC(=O)N1CCN(S(=O)(=O)N2CCCC(C(=O)NCCc3ccc(OC)c(OC)c3)C2)CC1 (stereo unspecified)	0	1	5	2	-1	-1	2	4	-0.9	113
COCCN(C(=O)COC(=O)C12CC3CC(CC(C3)C1)C2)c1c(N)n(Cc2ccccc2)c(=O)[nH]c1=O	10	21	16	-9	0	3	-2	-11	-4.2	101
Cc1onc(-c2ccccc2Cl)c1C(=O)Nc1ccc(-c2nnc3n2CCCCC3)cc1	3	-51	-20	6	1	-4	-2	0	3.4	96
c1ccc2sc(SN3CCOCC3)nc2c1	0	-1	-8	5	-9	4	-3	1	1.4	80*
Cc1ccccc1Nc1nnc(SCC2CCCCO2)s1 (stereo unspecified)	3	-8	-11	-3	-3	0	-3	-5	1.5	99
Cc1cc(NC(=O)CCS(=O)(=O)c2ccc3c(c2)NC(=O)C(C)S3)ccc1Br (stereo unspecified)	0	-1	-7	-5	-2	4	5	-2	1.4	102
COC(=O)[C@@H]1C[C@H]2CC[C@H](O)C[C@H]2N1Cc1ccc(-c2ccccc2)cc1	0	-12	0	30	3	-2	-4	8	0.1	107
CC(=O)NCCC(Cc1ccccc1)c1ccco1 (stereo unspecified)	3	-29	13	21	-7	-4	-2	-6	-2.9	117
O=C1NC(c2ccncc2)Nc2sc3c(c21)CCCC3 (stereo unspecified)	9	11	3	-16	6	-1	-1	-4	-0.5	120
COC(=O)C1CCN(c2cc(=O)n(C3CCCCC3)c(=O)[nH]2)CC1	-4	12	13	0	-11	0	1	-20	-2.4	94
COc1ccc2cc(C#N)c(N3CCOCC3)nc2c1	-1	12	22	13	-1	-1	-4	1	-4.4	107
COc1cccc(-n2nnnc2SCC(=O)NC2CCCC2)c1	2	5	15	18	-1	-3	-4	-2	-2.8	x
